Compound activity deposited in PubChem BioAssay by The Scripps Research Institute Molecular Screening Center.
CHO parental Ca – signal in parental CHO cells, OX1R antagonist counter-screen. parental CHO-K1, ATP-induced calcium, Fluo-8 fluorescence. inhibition, % at 5.6 µM. hit rate 0.63% among 330,000. AID 463079;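 active means inhibition above that plate's mean sample inhibition plus 3 SD, cut at about 26% in these data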;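 further: 0% = ATP-challenged DMSO wells and 100% = DMSO wells without ATP; some compounds past the cut are filed as inactive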
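test system = CHO parental line | reagent = ATP stimulus | measured by = intracellular calcium via Fluo-8 no-wash fluorescent dye | control set = ATP and no-ATP DMSO wells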
CHO-K1 Ca ag – counter-screen for M1 agonists: effect in parental CHO-K1 cells. Fluo-8 calcium fluorescence; scaled to maximal ATP response, vehicle zero. hit rate 0.48% among 360,000. activation, % at 3 µM. AID 602248; in the data active means activation above about 15%;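 further: untransfected CHO-K1 host cells lacking M1 receptor as counterscreen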
M1 PAM – potentiates human M1 receptor response to acetylcholine | activation, % at 3 µM | hit rate 0.088% among 360,000 | P11229 | AID 588819 | CHO-K1 hM1, Fluo-8 calcium fluorescence, ACh EC20; 0% = ACh EC20, 100% = maximal ACh; in the data active means activation above about 19%, passing the limit was not always enough
M4 antag – CHRM4 antagonism in calcium assay; CHO-hM4 cells, ACh EC80, Fluo-8 calcium fluorescence; inhibition, % at 3 µM; P08173; hit rate 0.73% among 360,000;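 active means inhibition above its plate's cutoff, the mean inhibition of sample wells plus 3 SD, cut at about 27% in these data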;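 further: 0% = acetylcholine EC80 with DMSO and 100% = DMSO without agonist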
Target sequence (P08173 whole entry, looked up): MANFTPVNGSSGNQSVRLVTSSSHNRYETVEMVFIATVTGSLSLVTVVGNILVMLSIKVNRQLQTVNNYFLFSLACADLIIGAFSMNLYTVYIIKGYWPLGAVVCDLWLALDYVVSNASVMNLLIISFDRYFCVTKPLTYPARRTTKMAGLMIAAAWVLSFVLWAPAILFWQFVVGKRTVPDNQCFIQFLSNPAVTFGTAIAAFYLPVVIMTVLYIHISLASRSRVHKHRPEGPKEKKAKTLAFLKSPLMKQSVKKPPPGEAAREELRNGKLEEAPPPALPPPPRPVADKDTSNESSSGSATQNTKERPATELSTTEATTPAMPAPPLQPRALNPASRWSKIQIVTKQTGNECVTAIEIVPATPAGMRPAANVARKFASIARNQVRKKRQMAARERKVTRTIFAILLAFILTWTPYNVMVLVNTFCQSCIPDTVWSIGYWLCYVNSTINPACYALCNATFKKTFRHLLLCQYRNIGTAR
CHRM4 agonist – agonists of human muscarinic M4 receptor (CHRM4) | hit rate 0.14% among 360,000 | activation, % at 3 µM | CHO-K1 hM4/Gqi5, Fluo-8 calcium fluorescence; vehicle 0%, full acetylcholine response 100%;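 active means activation above the run mean over all test wells plus 3 SD, cut at about 32% in these data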;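 further: peak over basal fluorescence ratio per well then scaled between controls; 0% = DMSO wells and 100% = acetylcholine at EC100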
CHRM1 agonist – activates human CHRM1 receptor; P11229; CHO-K1 hM1, Fluo-8 calcium fluorescence, agonist mode; 0% DMSO, 100% acetylcholine EC100; activation, % at 3 µM; hit rate 0.33% among 360,000; AID 588814;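 active means activation above the run's mean compound activation plus 3 SD, cut at about 16% in these data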;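 further: peak over basal fluorescence ratio within a 140 s kinetic read after compound addition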
OXTR potentiate – potentiators of human oxytocin receptor; hit rate 0.061% among 320,000; CHO-OTR cells, Fluo-8 calcium fluorescence, potentiator mode; 0% = oxytocin EC15, 100% = EC100; P30559; activation, % at 3 µM;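 active means activation above that plate's cutoff, the mean activation of tested compounds plus 3 SD, cut at about 6.6% in these data, passing the limit was not always enough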;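 further: 100% uses oxytocin at 75 nM as the full agonist control; some results filed as inactive read as strong as hits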
Target sequence (P30559 whole entry, looked up): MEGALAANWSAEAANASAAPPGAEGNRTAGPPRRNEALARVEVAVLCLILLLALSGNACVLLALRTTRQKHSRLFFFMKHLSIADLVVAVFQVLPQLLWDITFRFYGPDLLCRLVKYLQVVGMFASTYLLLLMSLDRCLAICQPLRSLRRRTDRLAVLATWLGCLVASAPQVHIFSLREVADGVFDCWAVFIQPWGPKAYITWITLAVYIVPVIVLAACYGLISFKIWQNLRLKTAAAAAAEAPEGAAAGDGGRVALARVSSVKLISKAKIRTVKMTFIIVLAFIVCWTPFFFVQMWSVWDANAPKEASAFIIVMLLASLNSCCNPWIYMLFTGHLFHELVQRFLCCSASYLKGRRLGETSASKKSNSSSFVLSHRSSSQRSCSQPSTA
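Assay system: CHO cell line stably expressing human OTR | Also added: Oxytocin at about EC15, sub-maximal agonist stimulus | Times: Compound 6 min at room temperature before oxytocin, 100 s read | Measured by: Fluo-8 intracellular calcium fluorescence, ex 470-495, em 515-575 nm | Controls: EC15 oxytocin alone as 0%, 75 nM oxytocin as 100%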
CHRM1 antagonist – human CHRM1 antagonism. AID 588852. hit rate 1.3% among 360,000. inhibition, % at 3 µM. CHO-K1 hM1, Fluo-8 calcium fluorescence, ACh EC80 antagonist. P11229;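 active means percent inhibition above its own plate's cutoff, namely the mean of that plate's compound wells plus 3 SD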;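 further: peak over basal fluorescence ratio during 140 s after agonist addition; 0% = ACh EC80 plus DMSO and 100% = DMSO alone without agonist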
CHO-K1 Ca antag – nonselective inhibitor or artifact in parental CHO-K1 cells | ATP-induced calcium, Fluo-8 fluorescence | inhibition, % at 3 µM | hit rate 0.6% among 360,000 | AID 602250;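 active means inhibition above a per-plate cutoff, the plate's mean sample inhibition plus 3 SD, cut at about 24% in these data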;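 further: 0% = DMSO plus EC80 ATP and 100% = DMSO alone without ATP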
* = called active by the depositor; / = no result given. An excerpt; the hit share may differ from the screen's.

SMILES | CHO parental Ca | CHO-K1 Ca ag | M1 PAM | M4 antag | CHRM4 agonist | CHRM1 agonist | OXTR potentiate | CHRM1 antagonist | CHO-K1 Ca antag
Clc1ccccc1CN1CCNCC1 | -3 | 0.5 | 5 | -14 | 1 | 0 | -9 | -4 | -14
CC(=O)Nc1ccc(C2CN(C)CC2C(=O)c2ccc(Cl)cc2)cc1 (configuration not stated) | -2 | -0.2 | -1 | 2 | 1 | -6 | -17 | 0 | -1
C=C(C)[C@H]1CN[C@H](C(=O)O)[C@H]1CC(=O)O | -9 | 0.7 | 18 | -19 | 0 | 0 | -1 | -40 | -3
CC12CCC3C(CC=C4CC(O)CCC43C)C1C/C(=C\c1cccc(F)c1)C2=O (configuration not stated) | -9 | -0.6 | -3 | 11 | 0 | -7 | -1 | 4 | 8
C=Cn1ccnc1P(=S)(c1ccc(N(C)C)cc1)c1nccn1C=C | -13 | 0.5 | 5 | -4 | 1 | -7 | -6 | -21 | -15
Cn1ncnc2c(=O)n(C)c(=O)nc1-2 | -17 | 2.0 | 2 | 7 | 8 | 3 | -4 | 7 | -3
CCN(CC)C(=O)Cn1cc(C=C2C(=O)N(C)C(=O)N(C)C2=O)c2ccccc21 | -5 | 0.4 | 15 | -9 | 0 | -2 | -12 | -15 | -11
CP(C)(=O)CCC(=O)O | 0 | 0.5 | 9 | -7 | 0 | -4 | -11 | -31 | -6
O=C1CCN(C(=O)Cc2ccccc2[N+](=O)[O-])CC1 | -10 | 0.5 | 7 | -7 | 1 | -5 | -9 | -10 | -15
COP(=O)(OC)Oc1ccc(C(O)C(Cl)(Cl)Cl)cc1 (configuration not stated) | -2 | 2.7 | 8 | -2 | 2 | -1 | -1 | -10 | -5
COc1nc(NC(C)C)nc(NC(C)C)n1 | 9 | 0.3 | 8 | 9 | 0 | -1 | -7 | -7 | -9
CCC(C)N1C(=O)/C(=C/c2ccc3c(c2)CCN3CCCCl)C(=O)NC1=S (configuration not stated) | -5 | 6.5 | 11 | -4 | 1 | -3 | 2 | -6 | -7
COc1ccc(CNC(C)Cc2cccs2)cc1 (configuration not stated) | 1 | 2.9 | 7 | -2 | 4 | -7 | -4 | -8 | -11
C[C@]12CCC3C(CC[C@H]4C[C@H](OC(=O)c5cccnc5)CC[C@]34C)C1CCC2=O (some centres not stated) | -14 | 0.5 | 3 | -14 | 2 | -5 | -6 | -12 | -20
CCCS(=O)(=O)N1CCCC(C(=O)N2CCC3(CC2)OCCO3)C1 (configuration not stated) | 0 | 0.1 | 9 | 11 | 1 | -2 | -8 | -4 | -4
CC1CN1P1(=O)OCC(C)([N+](=O)[O-])CO1 (configuration not stated) | / | -0.3 | 15 | -2 | -1 | 9 | / | 7 | 14
N#CCCn1cc(C(=O)Nc2ccc(F)cc2)c(-c2ccccc2)n1 | / | 0.2 | 1 | 3 | 1 | -3 | / | -11 | -9
Cc1cc(=O)[nH]c(CCl)n1 | -7 | 0.0 | 4 | 4 | 2 | -4 | 0 | 7 | 15
CC(C)c1cc(Br)c(NC(=O)Nc2cccnc2)c(Br)c1 | -12 | 1.4 | 2 | -3 | 0 | -7 | -11 | -5 | -9
O=c1[nH]c(=O)n(Cc2ccccc2)c(O)c1/C=N/NCCO | -12 | 0.4 | 5 | 11 | 1 | 0 | -4 | -1 | 8
COC(=O)C12CCc3c(ccc4cc(OC)ccc34)C1=CC(=O)C2 (configuration not stated) | / | 0.3 | -1 | -1 | 6 | 3 | / | 1 | -4
O=C1NC(=O)N(Cc2ccccc2Cl)C(=O)/C1=C/N1CCOCC1 | -12 | 1.1 | 3 | 1 | 1 | -4 | -16 | -2 | -3
Cc1cc(NC(=O)CCl)no1 | -7 | 0.0 | 10 | 2 | 1 | 1 | -6 | -7 | -4
O=c1[nH]c2ccccc2n1C1CCN(C(c2nnnn2C2CCCCC2)C2CC2)CC1 (configuration not stated) | / | 8.3 | 9 | 13 | 27 | 14 | / | -20 | -1
CC(Cc1ccccc1)NC(=O)/C=C/C(=O)O (configuration not stated) | 4 | 0.7 | 11 | 5 | 0 | -5 | -4 | -7 | -1
(further entries)
SMILES | CHO parental Ca | CHO-K1 Ca ag | M1 PAM | M4 antag | CHRM4 agonist | CHRM1 agonist | OXTR potentiate | CHRM1 antagonist | CHO-K1 Ca antag
C/C(=N\NC(=S)Nc1ccccc1)c1c(O)n(C)c(=O)n(C)c1=O | -8 | 22* | 9 | 5 | 0 | -7 | -7 | -5 | -4
C=CCn1c(O)c(C(C)=NCCCn2ccnc2)c(=O)[nH]c1=O | -12 | 0.3 | -9 | 9 | 0 | -4 | 0 | 20 | 10
C#C[C@@]1(O)CCC2C3CCC4=C/C(=N/OCC(=O)NC(CCC(N)=O)C(=O)O)CC[C@]4(C)C3CC[C@@]21C (some centres not stated) | -4 | 0.6 | -7 | 2 | 1 | -3 | -5 | 16 | -1
CN(Cc1ccccc1)C(=C(Cl)Cl)/C(=C1/NCCN1Cc1ccc(Cl)nc1)[N+](=O)[O-] | -20 | 2.0 | -1 | 5 | 1 | -11 | -4 | 6 | -12
Cn1c(O)c(C=NC2CCCCC2)c(=O)[nH]c1=S | -13 | 0.6 | 7 | -9 | 1 | -6 | 3 | -10 | -8
CN1CCN(c2nc(Cl)ncc2F)CC1 | -5 | 11 | 5 | -9 | 1 | -8 | -11 | -3 | -4
CCOC(=O)C(=O)NC1CCSC1=O (configuration not stated) | -10 | 0.9 | 10 | -9 | 1 | 3 | -4 | -27 | -3
CCN(CC)CCCN=Cc1c(O)n(-c2cccc(C)c2C)c(=O)[nH]c1=O | 2 | 0.0 | -5 | -1 | 1 | -5 | -11 | 3 | -1
CC(C)Cc1nnc(NC(=O)CCC(=O)N2CCC3(CC2)OCCO3)s1 | -8 | -0.4 | 3 | -7 | 0 | -1 | 0 | 2 | 9
CCCNC(=O)N1[C@H]2CC[C@@H]1C(C(=O)OC)=C(c1ccc(-c3ccccc3)c(F)c1)C2 | -18 | 1.8 | -18 | -2 | 5 | -6 | -9 | 30 | -8
N/C(=N\[N+](=O)[O-])N1CCN(C(=O)c2ccccn2)CC1 | 4 | 0.5 | 3 | 5 | 1 | -4 | -12 | 3 | 0
CC(CC(C)(C)N1CC1)=NO | / | 1.0 | 2 | -4 | 1 | -5 | / | -8 | -10
CC1=C2C3OC(=O)C(C)C3CC[C@@]2(C)C=CC1=O (some centres not stated) | -4 | 0.3 | 3 | -1 | 0 | -4 | 1 | -20 | 6
CCOC(=O)C1=C(C)N(C)C2(C)CC1c1ccccc1O2 (configuration not stated) | -21 | 0.5 | 3 | -1 | -1 | -5 | 3 | -10 | -11
COc1ccc2ccc(O)c(CN3CC=C(c4ccccc4)CC3)c2c1 | -5 | -0.1 | -2 | 2 | 1 | -11 | -7 | 1 | 2
CC1(C)C(c2ccccc2)=NC(c2cccnc2)=[N+]1[O-] | 6 | 0.2 | 12 | 9 | 2 | -5 | -1 | -21 | 3
CC=C(CC)C1(CC)C(=O)NC(=S)NC1=O | / | 0.6 | 2 | -17 | 0 | -4 | / | -5 | -5
COc1cc(C(=O)Nc2ccc(Br)cc2C(=O)c2ccccc2Cl)cc(OC)c1OC | -18 | 0.6 | -4 | 7 | 1 | -5 | -5 | 5 | -10
Cc1ccc(-n2c(O)c(C=NCCC3=CCCCC3)c(=O)[nH]c2=O)cc1 | -15 | 8.0 | 13 | 4 | 0 | -11 | -15 | -6 | -6

Twelve structures already listed, arranged by count of non-hydrogen atoms, low to high:
SMILES | CHO parental Ca | CHO-K1 Ca ag | M1 PAM | M4 antag | CHRM4 agonist | CHRM1 agonist | OXTR potentiate | CHRM1 antagonist | CHO-K1 Ca antag
CP(C)(=O)CCC(=O)O | 0 | 0.5 | 9 | -7 | 0 | -4 | -11 | -31 | -6
Cc1cc(NC(=O)CCl)no1 | -7 | 0.0 | 10 | 2 | 1 | 1 | -6 | -7 | -4
Clc1ccccc1CN1CCNCC1 | -3 | 0.5 | 5 | -14 | 1 | 0 | -9 | -4 | -14
CC1=C2C3OC(=O)C(C)C3CC[C@@]2(C)C=CC1=O (some centres not stated) | -4 | 0.3 | 3 | -1 | 0 | -4 | 1 | -20 | 6
CC1(C)C(c2ccccc2)=NC(c2cccnc2)=[N+]1[O-] | 6 | 0.2 | 12 | 9 | 2 | -5 | -1 | -21 | 3
CC(C)c1cc(Br)c(NC(=O)Nc2cccnc2)c(Br)c1 | -12 | 1.4 | 2 | -3 | 0 | -7 | -11 | -5 | -9
COC(=O)C12CCc3c(ccc4cc(OC)ccc34)C1=CC(=O)C2 (configuration not stated) | / | 0.3 | -1 | -1 | 6 | 3 | / | 1 | -4
CC(=O)Nc1ccc(C2CN(C)CC2C(=O)c2ccc(Cl)cc2)cc1 (configuration not stated) | -2 | -0.2 | -1 | 2 | 1 | -6 | -17 | 0 | -1
COc1ccc2ccc(O)c(CN3CC=C(c4ccccc4)CC3)c2c1 | -5 | -0.1 | -2 | 2 | 1 | -11 | -7 | 1 | 2
CCC(C)N1C(=O)/C(=C/c2ccc3c(c2)CCN3CCCCl)C(=O)NC1=S (configuration not stated) | -5 | 6.5 | 11 | -4 | 1 | -3 | 2 | -6 | -7
CCN(CC)C(=O)Cn1cc(C=C2C(=O)N(C)C(=O)N(C)C2=O)c2ccccc21 | -5 | 0.4 | 15 | -9 | 0 | -2 | -12 | -15 | -11
COc1cc(C(=O)Nc2ccc(Br)cc2C(=O)c2ccccc2Cl)cc(OC)c1OC | -18 | 0.6 | -4 | 7 | 1 | -5 | -5 | 5 | -10

Two compounds from above, limited to CHO-K1 Ca antag and OXTR potentiate:
molecule | CHO-K1 Ca antag | OXTR potentiate
CN(Cc1ccccc1)C(=C(Cl)Cl)/C(=C1/NCCN1Cc1ccc(Cl)nc1)[N+](=O)[O-] | -12 | -4
C=CCn1c(O)c(C(C)=NCCCn2ccnc2)c(=O)[nH]c1=O | 10 | 0
